AT treatment = potential ataxia-telangiectasia treatment; […] A-T fibroblasts, KAP-1 phosphorylation AlphaLISA; neocarzinostatin DNA damage 30 min before lysis; Potency, µM (highest dose often 57.5 µM), inactives show at the highest dose activation, hits mostly activators; 0.19% of 320,000 active; AID 485349; also: potency is read from the fitted curve at half-maximal effect; % of control where 0% means no effect; nearly all actives have a fitted effect of over 45% in size
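ATM-like activity read as KAP-1 phosphorylation via AlphaLISA donor/acceptor antibody pairs after lysis and 6 hr at 25C. Cells were ATM-null patient fibroblasts ([…], hTERT), dosed 60 min, then exposed to the DSB inducer NCS for 30 min.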
KCNH2 3.1 block = inhibitors of human KCNH2 3.1 potassium channel isoform; U2OS KCNH2 3.1, thallium flux FluxOr; hits give low values; activity change, % (tested at about 1.8 µM); 0.95% of 340,000 active;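 active = maximum activity change below -70%; inconclusive = maximum activity change from -70% to -50%; inactive = maximum activity change above -50%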;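 also: thallium influx rate constant from kinetic fluorescence after stimulation buffer; % is scaled to controls: 0 for no effect and ±100 for the full control effect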
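Thallium flux via FluxOr fluorescence (Red40 quencher, 45 min loading) in U2OS cells virally expressing the KCNH2 3.1 isoform (1.77 x 10^8 /mL virus, overnight at 37 C). Rate constants from 2-min kinetic reads post-stimulation, normalised to positive and negative controls.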
ELG1 repair inh = inhibitors of ELG1-dependent DNA repair in HEK293T cells; HEK293T ELG1-luciferase reporter, luminescence, 16 h; DNA damage induced by 5-fluorouridine; Potency, µM (series often up to 46.1 µM), for inactives: top-dose activity change, negative = inhibition, hits mostly inhibitors; 2.3% of 330,000 active; also: potency is read from the fitted curve at half-maximal effect; % is scaled to controls: 0 for no effect and ±100 for the full control effect; nearly all actives have a fitted effect of over 55% in size
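HEK293T cells expressing luciferase-tagged ELG1 (2,000/well) received 5-Fluorouridine plus compound or DMSO for 16 hr at 37 °C. Luciferase was read by ONE-Glo luminescence after 30 min at room temperature.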
USP2a inh = blocks human ubiquitin-specific protease USP2a | AID 463254 | 0.01% of 330,000 active | O75604 | Potency, µM (highest dose often 38.3 µM), for the others: top-dose activity change, negative = inhibition, hits mostly inhibitors | USP2 core, Ub-CHOP2 coupled fluorogenic reporter, 485/531;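 also: potency is read from the fitted curve at half-maximal effect; plate controls were DMSO wells for no effect and full inhibition by NEM control for full effect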
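Deubiquitinase activity read as fluorescence (485/531 nm) after Ub-CHOP2 cleavage activates the enterokinase reporter on its substrate; USP2 core 10nM, Ub-CHOP2 and substrate 25nM each, 30min compound preincubation then 60min RT; data normalized to NEM, curves fitted.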
Mito fusion act = inhibitors of mitochondrial division or activators of mitochondrial fusion; S. cerevisiae fusion-defective mutant growth rescue, CellTiterGlo 48 h; Potency, µM (doses to about 46.1 µM), without a hit: at the top dose growth rescue (activation), usual class: activators; 0.23% of 320,000 active; AID 485298;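 also: potency is read from the fitted curve at half-maximal effect; % of control where 0% means no effect; nearly all actives have a fitted effect of over 45% in size; temperature-sensitive fusion mutants such as fzo1-1 at 37 °C on non-fermentable ethanol glycerol medium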
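Read-out: ATP-based luminescence (CellTiterGlo, 10 min ambient) reporting growth of fusion-defective ts yeast after 48 hours at 37C on glycerol/ethanol YPEG medium in the presence of compound.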
Eya2 inh = inhibitors of human Eya2 phosphatase activity; O00167; recombinant Eya2, OMFP fluorescence dephosphorylation (OMFP is methylfluorescein phosphate); Potency, µM (top dose mostly 76.9 µM), inactives show at the top dose activity, negative = inhibition, hits mostly inhibitors; 0.006% of 330,000 active; also: potency is read from the fitted curve at half-maximal effect; % is scaled to controls: 0 for no effect and ±100 for the full control effect
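Eya2 protein (added as 0.2 uM solution) was preincubated with compound for 10 min at ambient temperature in 50 mM HEPES pH 7.5, 50 mM NaCl, 5 uM MgCl2, 0.05% BSA, 1 mM DTT. OMFP (added at 50 uM) then reacted 10 min; fluorescence read at 485/525 nm.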
KCNH2 WT inh = KCNH2 (human, wildtype) channel inhibition; activity change, % at 1.84 µM; U2OS, BacMam KCNH2, thallium flux FluxOr; hits give low values; 0.37% of 340,000 active; Q12809; AID 720551;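 active = maximum activity change below -70%; inconclusive = maximum activity change between -70% and -50%; inactive = maximum activity change above -50%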; also: % is scaled to controls: 0 for no effect and ±100 for the full control effect
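U2OS cells were transduced with wild-type KCNH2 virus (2.03 x 10^8 / mL) for 4 h at room temperature, then cultured overnight at 37 C. Thallium flux was read with FluxOr dye. Rate constants were normalized to DMSO controls.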
TSHR antag = human thyrotropin receptor antagonism; 0.2% of 330,000 active; P16473; activity change, negative = inhibition, % at 11.5 µM; TSHR-expressing cells, TSH-stimulated cAMP HTRF, 2 h; hits give low values;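 active = activity change below a set negative limit, meaning inhibition stronger than a set level, cut at about -70% in these data; inconclusive = activity change between two set negative limits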; also: % is scaled to controls: 0 for no effect and ±100 for the full control effect
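TSHR-expressing cells were treated with compounds, then stimulated with TSH at EC80 (4nM final) for 2 hours at 37 deg C. Cellular cAMP was measured by HTRF competition between lysate cAMP and cAMP-d2 for a cryptate-labelled anti-cAMP antibody.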
TRPV1 agonist = activates the human vanilloid receptor TRPV1; Q8NER1; 0.19% of 320,000 active; TRPV1-expressing cells, Fluo-8 calcium influx, agonist mode; AID 540275; activation, % at 8.33 µM; in the data active = activation above about 80%; inconclusive = between about 30% and that limit; also: 0% is about no effect
Target sequence (Q8NER1 whole entry, looked up): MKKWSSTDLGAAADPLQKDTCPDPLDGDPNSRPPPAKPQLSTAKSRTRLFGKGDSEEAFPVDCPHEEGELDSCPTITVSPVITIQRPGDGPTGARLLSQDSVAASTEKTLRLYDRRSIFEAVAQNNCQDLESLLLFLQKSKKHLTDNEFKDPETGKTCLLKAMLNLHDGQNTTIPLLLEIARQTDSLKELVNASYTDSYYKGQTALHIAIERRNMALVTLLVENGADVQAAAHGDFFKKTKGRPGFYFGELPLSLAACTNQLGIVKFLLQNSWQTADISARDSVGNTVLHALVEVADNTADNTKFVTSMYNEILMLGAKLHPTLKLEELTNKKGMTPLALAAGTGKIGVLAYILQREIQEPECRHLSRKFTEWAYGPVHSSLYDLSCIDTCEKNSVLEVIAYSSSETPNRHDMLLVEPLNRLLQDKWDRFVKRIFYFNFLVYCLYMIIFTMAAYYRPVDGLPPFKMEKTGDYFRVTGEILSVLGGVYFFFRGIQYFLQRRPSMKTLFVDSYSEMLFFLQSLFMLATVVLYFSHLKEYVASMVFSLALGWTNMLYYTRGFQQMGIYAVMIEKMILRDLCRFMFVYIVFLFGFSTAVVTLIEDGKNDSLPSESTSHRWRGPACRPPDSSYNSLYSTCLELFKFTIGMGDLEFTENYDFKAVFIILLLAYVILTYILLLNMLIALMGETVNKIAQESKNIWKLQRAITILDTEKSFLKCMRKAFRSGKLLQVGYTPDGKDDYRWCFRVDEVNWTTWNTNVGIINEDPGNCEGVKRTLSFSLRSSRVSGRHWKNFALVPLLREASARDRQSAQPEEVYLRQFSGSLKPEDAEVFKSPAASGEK
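TRPV1-expressing cells were cultured overnight at 35.5C and loaded with Fluo-8 calcium dye for 40 to 90 min at room temperature. After a 10 s baseline, compound was added and calcium influx was read kinetically for 3 min (ex 480/em 520 nm).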
TCR activator = T cell receptor activation; primary human leukocytes, anti-CD3, IL-2 HTRF, 48 h; Potency, µM (highest dose often 9.22 µM), without a hit: top-dose activation of IL-2 secretion, actives largely listed as activators; 330,000 tested, under 10 active; also: % of control where 0% means no effect
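1) Mix primary human leukocytes, a-CD3 beads and compound. 2) Incubate 48 hr. 3) Add HTRF IL-2 reagents (a-IL-2-K, a-IL-2-d2).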
* hit, by the source's call; i = inactive; ? = inconclusive; . = not tested or not shown; & = joins results of further samples; [ ] = another dose, or the depositor's remark. Unless noted, calls follow the shape of the dose curve; as a rule, active = well fitted curve in the direction sought with a large enough effect; inconclusive = small, poorly fitted or top-dose-only effect, or another doubt; inactive = no such curve, though single readings can be large; an effect the other way counts as inactive or inconclusive. These rows are one share of the data; count on the stated rates, not on these rows.

SMILES	AT treatment	KCNH2 3.1 block	ELG1 repair inh	USP2a inh	Mito fusion act	Eya2 inh	KCNH2 WT inh	TSHR antag	TRPV1 agonist	TCR activator
COc1ccc(NC(=O)Nc2nnc(CC(=O)NCc3ccccc3)s2)cc1	-2%	24	?	-1%	0%	0%	11	-5	-2	6%
CC(C)NC(=O)C(=O)NCCN1CCN(C(=O)c2ccc(C(C)(C)C)cc2)CC1	-1%	18	1%	0%	5%	10%	-1	0	-2	3%
N#CCSc1nc2ccccc2c(=O)n1CCCC(=O)NCC1CCCO1 (stereo not drawn)	0%	1	2%	11%	14%	11%	-8	3	1	10%
CC1(C)Cc2ccccc2-c2nc(NN)[nH]c(=O)c21	18%	6	-7%	-6%	32%	5%	11	13	-6	0%
Cc1cc(C)c(S(=O)(=O)c2ccccc2)c(OC(=O)c2cc(F)c(F)cc2Cl)n1	7%	5	-11%	5%	1%	3%	-2	1	1	0%
Cc1cccc(NC(=O)CCCc2ccccc2)c1C	11%	4	0%	0%	4%	-2%	-5	12	9	-3%
CCOc1ccccc1N(CC(=O)NCC1CCCO1)C(=O)CNS(=O)(=O)c1ccccc1 (stereo not drawn)	-2%	16	9%	9%	-1%	-6%	-3	1	0	-4%
Cc1cc(NC(=O)c2cc3ccccc3oc2=O)no1	-4%	4	9%	-1%	-1%	-10%	-9	-10	1	2%
Cc1c(C(=O)NC(=S)NCC(C)C)oc2ccccc12	1%	-16	?	4%	-6%	-1%	28	-4	2	-1%[46.1 µM]
CC[C@]12c3[nH]c4ccccc4c3CCN1C(=O)C(CC(=O)NC/C=C(\C)CCC=C(C)C)C[C@@H]2C(=O)N1CCN(C(=O)C2CC2)CC1 (stereo partly drawn)	6%	-9	-20%	-2%	.	0%	-2	3	.	-5%
Cc1cc(C)c(NC(=O)C2=COCCO2)c(C)c1	7%	7	?	4%	-4%	-14%	0	1	-1	12%
Cc1ccccc1NC(=O)CCC(=O)N/N=C/c1cc([N+](=O)[O-])ccc1O	-12%	-40	?	-17%	3%	-3%	9	-5	1	1%
CS(=O)(=O)N(CC(=O)NCC1CCCO1)c1ccc(F)c(Cl)c1 (stereo not drawn)	-1%	3	-5%	1%	-2%	-13%	-6	13	2	2%
O=C(CN1CCOCC1)Nc1nc(-c2ccccc2Cl)cs1	7%	1	8%	2%	2%	-3%	.	0	?	0%
O=C1CCC(C(=O)N2CCCCO2)CN1Cc1ccc(Cl)cc1 (stereo not drawn)	9%	11	-1%	0%	1%	-7%	-21	5	13	0%
Brc1ccc(/C=N/n2cnnc2)s1	-6%	-6	-17%	4%	-4%	11%	-1	-5	3	-10%
CCN(CC)Cc1nc2c(c(=O)[nH]1)C(CC)(CC)Cc1ccccc1-2	6%	-36	-6%	-3%	-6%	-9%	14	-1	24	.
COc1ccccc1N1CCN(S(=O)(=O)c2cc(C)sc2C)CC1	8%	-3	-10%	0%	5%	-5%	-9	-4	13	-2%
NC(=NCCc1ccccc1)NS(=O)(=O)c1ccccc1F	7%	-2	15%	2%	-2%	1%	4	-11	1	3%
C=CCN1C(=O)c2ccc(C(=O)NCCc3ccc(OC)c(OC)c3)cc2C1=O	8%	-5	0%	1%	1%	7%	-2	-3	6	-1%
Cn1c(N2CCCC2)nc2c1c(=O)[nH]c(=O)n2C	-11%	-2	26%	2%	0%	5%	-7	-22	0	-1%
CC1CCN(CC(O)COc2ccc(-c3ccccc3)cc2)CC1 (stereo not drawn)	-9%	1	-6%	3%	-8%	8%	-11	4	-3	0%
Cn1c(=O)n(C)c2cc([N+](=O)[O-])c(N3CCN(C(=O)c4ccccc4)CC3)cc21	-1%	5	-17%	-1%	-2%	10%	-14	-4	-4	.
CCOC(=O)c1sc(NC(=O)CSc2ncccn2)c(C#N)c1C	.	-1	?	4%	5%	10%	-15	18	-2	-19%
CNC(=O)COC(=O)CNC(=O)c1cc(Cl)cc([N+](=O)[O-])c1	15%	-2	4%	1%	8%	10%	0	6	-2	10%
Brc1ccc(Nc2nc3ccccc3n3nnnc23)cc1	1%	.	?	2%	11%	-27%	.	6	4	.
O=C(Cc1ccc(Cl)cc1)c1c[nH]c(C(=O)NCCCN2CCOCC2)c1	13%	-11	11%	0%	-1%	16%	-7	20	-6	-7%
CCOC(=O)C(NC(C)=O)C(=O)Nc1ccc(C)cc1C (stereo not drawn)	0%	-15	0%	-1%	2%	-3%	-4	-3	-2	0%
CCOc1ccccc1C(=O)Nc1ccc2c(c1)C(=O)NC2=O	2%	-3	3%	1%	2%	-29%	4	-1	0	0%
COc1ccc(CN(CC(=O)NC2CCCCC2)C(=O)CCC(=O)Nc2nccs2)cc1	-5%	1	-3%	3%	2%	12%	6	-1	4	14%
CN1CCO/C1=C(\C(Cl)=C(Cl)Cl)[N+](=O)[O-]	2%	-1	-8%	3%	-4%	13%	-4	0	0	2%
CCCN1CCN(CCCNC(=O)CN2C(=O)C(CC)Oc3ccccc32)CC1 (stereo not drawn)	2%	2	7%	2%	-5%	2%	-1	-3	0	2%
CC1Cc2ccccc2N1C(=O)CN1C(=O)NC(C)(CCc2ccccc2)C1=O (stereo not drawn)	17%	13	6%	-2%	2%	-7%	-4	12	2	0%
CCCCOc1ccc(C(=O)N/C(=C/C=C/c2ccccc2)C(=O)N2CCOCC2)cc1	-7%	14	-3%	-1%	18%	0%	35	0	3	-7%[46.1 µM]
COCC(C)n1c(C)cc(C(=O)COC(=O)c2oc3ccccc3c2C)c1C (stereo not drawn)	1%	-10	?	-2%	17%	1%	4	-25	2	5%
O=C1C(Cc2ccccc2)Nc2ncnc(N3CCCCC3)c2N1Cc1ccc(Br)cc1 (stereo not drawn)	2%	-46	-21%	1%	.	-3%	7	2	.	5%
CC1=CC(C)(C)Nc2ccc(Cc3ccc4c(c3)C(C)=CC(C)(C)N4)cc21	0%	-2	?	-2%	-41%[inhibitor]	?	5	21	2	6%
O=C(C[n+]1cccc(CNC(=O)c2ccc(OC(F)F)cc2)c1)c1ccccc1	0%	-34	-6%	2%	-6%	-2%	-9	-4	3	0%
CN(C)c1ccc(C(=O)C(=O)c2ccccc2)cc1	-3%	11	?	2%	2%	1%	6	-5	27	-2%
CC(=O)Nc1ccc(C(=O)CSc2nnnn2C)cc1	1%	-5	9%	0%	1%	-7%	-1	-2	-1	2%
O=S(=O)(c1ccc(NC(=S)N/N=C/c2ccc(N3CCOCC3)cc2)cc1)N1CCOCC1	-10%	-5	-17%	-9%	-1%	7%	-19	-7	3	-2%[46.1 µM]
c1nc(NC2CCCC2)c2[nH]cnc2n1	-7%	8	-28%	3%	-5%	0%	10	-2	1	2%[46.1 µM]
O=C(Nc1ccc(N2CCOCC2)c(Cl)c1)c1cccc(F)c1	.	-27	?	0%	10%	-2%	-5	9	?	2%
CCOC(=O)c1ccc(N(C(=O)c2ccco2)C(C(=O)NC2CCCCC2)c2ccncc2)cc1 (stereo not drawn)	3%	15	20%	0%	-2%	1%	-9	16	6	1%
CCO/C([O-])=N/c1c[n+](N2CCOCC2)no1	34%&8%	15&-4	6%&2%	2%&2%	-4%&3%&4%	3%&1%&7%	2&-23	-7&-4&2	1&-1	-10%&-2%
Cc1ccccc1NC(=O)NC1(C(=O)N2CCC(O)CC2)CCCCC1	26%	4	?	-1%	10%	14%	-5	10	-8	11%
COc1ccc(-c2nnc(SCC(=O)NCCc3ccc(S(N)(=O)=O)cc3)o2)cc1OC	-1%	-11	?	-2%	-1%	6%	-4	-1	-2	-4%
O=C(COc1ccc(Cl)cc1)N(Cc1cccs1)C1CCS(=O)(=O)C1 (stereo not drawn)	11%	2	2%	1%	7%	?	11	-1	1	6%
COCCN(C(=O)COc1ccc(Cl)cc1)c1nnc(-c2cccnc2)s1	-4%	2	4%	-1%	0%	2%	-9	7	-3	-1%[46.1 µM]
Cc1cn(C)c(=O)n(C)c1=O	.	4	-6%	0%	1%	-2%	-3	6	-1	-3%
Cc1ccc(OCC(=O)NC(=S)Nc2ccccn2)c(Br)c1	2%	14	?	-2%	-7%	13%	-4	-9	-3	-8%
Cc1ccc2nc(Cl)c(C3CC(c4cccs4)=NN3C(=O)CCCC(=O)O)cc2c1 (stereo not drawn)	1%	-10	11%	3%	-3%	2%	i	-9	1	-9%[46.1 µM]
Cc1ccn2cc(-c3cc4ccccc4oc3=O)nc2c1	0%	-9	?	2%	-6%	6%	-1	-6	10	-5%
CCOC(=O)c1sc(Nc2nc3c(OC)cccc3s2)cc1C	-1%	2	?	1%	6%	-2%	9	2	-4	-3%[46.1 µM]

Compound activity from PubChem.
